IDH1 R132H inh: blocks human mutant IDH1 R132H enzyme; Potency, µM (doses to about 76.6 µM), for inactives: top-dose activity change, negative = inhibition, most hits filed as inhibitors; AID 602179; IDH1-R132H enzyme, NADPH consumption, diaphorase/resazurin fluorescence; 0.093% of 390,000 active; note: potency is the fitted concentration of half-maximal effect; % is set by controls: 0 for no effect and ±100 for the full control effect; nearly all actives have a fitted effect of over 65% in size
Target sequence (O75874 whole entry R132H, stated change not applied): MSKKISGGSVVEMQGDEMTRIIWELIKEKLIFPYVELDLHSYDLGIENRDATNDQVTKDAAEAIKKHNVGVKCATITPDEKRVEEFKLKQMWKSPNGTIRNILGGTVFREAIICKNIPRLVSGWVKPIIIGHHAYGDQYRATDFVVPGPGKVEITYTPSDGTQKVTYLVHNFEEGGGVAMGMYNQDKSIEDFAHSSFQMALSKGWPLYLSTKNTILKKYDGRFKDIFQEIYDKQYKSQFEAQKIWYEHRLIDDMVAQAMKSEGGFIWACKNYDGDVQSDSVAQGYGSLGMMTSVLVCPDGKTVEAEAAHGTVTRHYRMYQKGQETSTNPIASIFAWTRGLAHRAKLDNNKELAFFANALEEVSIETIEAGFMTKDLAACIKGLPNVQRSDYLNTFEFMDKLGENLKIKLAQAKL
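IDH1-R132H (0.5 ug/mL) preincubated 30 min with compound, then NADPH (0.016 mM) and alpha-KG (2 mM) added; 80 min at RT, pH 7.5. Remaining NADPH coupled via diaphorase/resazurin to fluorescence (540/590 nm); concentration-response curves normalized to no-enzyme control.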
PI4K2A block: PI4K2A (human) kinase inhibition | purified PI4K2A, ADP-Glo luminescence, 1 h; hits give low values | 0.13% of 420,000 active | activity change, negative = inhibition, % at 76.9 µM | AID 1346378; in the data active = activity change below about -50%; inconclusive = mostly about -30% to -49%;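 note: -100% = wells without enzyme as full effect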
Target sequence (Q9BTU6 whole entry, looked up): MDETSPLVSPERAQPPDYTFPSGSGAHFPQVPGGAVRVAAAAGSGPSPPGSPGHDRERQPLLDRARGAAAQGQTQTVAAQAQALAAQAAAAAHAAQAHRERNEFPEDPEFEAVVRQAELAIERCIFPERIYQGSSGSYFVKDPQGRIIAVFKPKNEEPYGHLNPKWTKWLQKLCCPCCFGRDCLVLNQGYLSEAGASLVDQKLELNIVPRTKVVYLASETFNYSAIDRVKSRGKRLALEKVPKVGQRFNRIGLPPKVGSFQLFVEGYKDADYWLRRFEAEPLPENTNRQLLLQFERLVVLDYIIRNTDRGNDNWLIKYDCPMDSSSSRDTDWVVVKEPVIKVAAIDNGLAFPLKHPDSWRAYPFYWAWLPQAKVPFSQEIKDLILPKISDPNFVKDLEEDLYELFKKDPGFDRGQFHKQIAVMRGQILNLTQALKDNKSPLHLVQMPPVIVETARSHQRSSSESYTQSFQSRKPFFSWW
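Compounds are screened against recombinant PI4K2A using PI as substrate and ATP, the latter dispensed at 300 microM. Reactions run one hour at ambient temperature before ADP-Glo detection; full inhibition defined by wells lacking enzyme.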
Vif-A3G inh: inhibitors of Vif-APOBEC3G interaction | Q9HC16 | HeLa A3G-eYFP + Vif (tagged APOBEC3G with the HIV-1 protein that degrades it), YFP fluorescence, overnight | Potency, µM (titrated, usually from 46.1 µM), for the others: at the highest dose activity, negative = active, most hits filed as inhibitors | 0.076% of 410,000 active | AID 602310;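 note: potency is the fitted concentration of half-maximal effect; % is set by controls: 0 for no effect and ±100 for the full control effect; nearly all actives have a fitted effect of over 60% in size; hits raise eYFP signal because A3G escapes Vif-driven loss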
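HeLa cells stably expressing Vif and C-terminally eYFP-tagged A3G, seeded overnight at 37 deg C, then exposed to compound by pintool overnight at 37 deg C. Rise in yellow fluorescence (Ex 488/Em 500-530, Acumen) marks blocked Vif-driven A3G degradation.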
LDHA block: LDHA (human) enzyme inhibition | AID 1347041 | 0.15% of 480,000 active | P00338 | purified LDHA, NADH/diaphorase-resazurin fluorescence; hits give low values | activity change, % (values are at about 110 or 230 µM); in the data active = activity change below about -30%; inconclusive = mostly about -25% to -30%;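 note: plate controls were DMSO wells for no effect and wells without enzyme for full effect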
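Resorufin fluorescence (ex540/em590), read at 0 and 20 min after diaphorase/resazurin addition, reports the NADH left after a 5 min room-temperature reaction of 2 nM human LDH5 with 0.06 mM NADH and 0.2 mM pyruvate.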
USP1 inh: inhibitors of human USP1/UAF1 deubiquitinase; O94782; recombinant USP1/UAF1, Ub-Rhodamine cleavage fluorescence; Potency, µM (highest dose often 57.1 µM), inactives show at the highest dose activity change, negative = inhibition, most hits filed as inhibitors; 0.23% of 390,000 active; AID 743255; note: potency is the fitted concentration of half-maximal effect; % is set by controls: 0 for no effect and ±100 for the full control effect; nearly all actives have a fitted effect of over 60% in size; inactives centre near -12
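Step one: compound is pinned into 1nM USP1/UAF1 in HEPES pH 7.8 buffer with TCEP. Step two: 15 min room-temperature incubation. Step three: Ub-Rho (150nM final) starts cleavage, tracked by fluorescence over six one-minute reads.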
RXFP1 agonist: RXFP1 (human) receptor agonism; Q9HBX9; HEK293T-RXFP1 cAMP TR-FRET, 30 min; response scale: percent of porcine relaxin response, buffer zero; Potency, µM (doses to about 57.5 µM), for the others: top-dose activation, hits mostly activators; 0.3% of 370,000 active; note: potency is the fitted concentration of half-maximal effect; % is set by controls: 0 for no effect and ±100 for the full control effect; nearly all actives have a fitted effect of over 60% in size; many of its hits are not listed in these tables
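cAMP rise read by TR-FRET after 30 min, 37C compound exposure (up to 58 uM) in RXFP1-transfected HEK293 cells with Ro 20174 present. EC50 from Hill-equation fits, with 29 nM porcine relaxin as 100% and buffer as basal.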
Glioma ERSR ind: inducers of ER stress response in human glioma cells. U87-MG GRP78 promoter luciferase reporter, 16 h. Potency, µM, for the others: top-dose activation, actives largely listed as activators. 0.02% of 420,000 active; note: potency is the fitted concentration of half-maximal effect; series mostly up to about 76 µM; % of control where 0% means no effect; nearly all actives have a fitted effect of over 35% in size
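Stably transfected U87-MG human glioma cells carrying a GRP78-based luminescent sensor were seeded at 1000 cells/well, pin-dosed with compounds and incubated 16 h. Luciferase reagent was then added, and end-point luminescence was read after 10 min at room temperature.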
Vif-A3F inh: blocks the Vif interaction with APOBEC3F; HeLa A3F-eYFP + Vif (tagged APOBEC3F with the HIV-1 protein that degrades it), YFP fluorescence increase; Potency, µM (doses to about 46.1 µM), for the others: top-dose activity, negative = active; 0.2% of 390,000 active; note: potency is the fitted concentration of half-maximal effect; % of control where 0% means no effect; nearly all actives have a fitted effect of over 65% in size
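Fluorescence increase (Ex 488/Em 500-530) after overnight compound treatment at 37 deg C flags inhibition of Vif-driven A3F-eYFP loss in stable HeLa A3F-eYFP/Vif cells seeded overnight beforehand.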
TrxR1 substrate: substrates of rat thioredoxin reductase 1 | Potency, µM (doses to about 114 µM), for the others: top-dose activity change, negative = substrate turnover | O89049 | purified TrxR1 substrate turnover, NADPH consumption readout | AID 588456 | 0.01% of 390,000 active; note: potency is the fitted concentration of half-maximal effect; % is set by controls: 0 for no effect and ±100 for the full control effect; nearly all actives have a fitted effect of over 50% in size
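Rat TrxR1, dispensed at 90 nM, was prereduced with 400 uM NADPH (final) for 5 min at ~22 deg C, then incubated with compound 15 min before 400 uM selenite. A first-read NADPH fluorescence drop versus no-compound background flagged substrates.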
Numbers without * were called inactive; ? = inconclusive; . = not tested or not shown; [ ] = another dose, or the depositor's remark. Unless noted, calls come from the whole dose curve; as a rule, active = well fitted curve in the direction sought with a large enough effect; inconclusive = small, poorly fitted or top-dose-only effect, or another doubt; inactive = no such curve, though single readings can be large; an effect the other way counts as inactive or inconclusive.

Structure | IDH1 R132H inh | PI4K2A block | Vif-A3G inh | LDHA block | USP1 inh | RXFP1 agonist | Glioma ERSR ind | Vif-A3F inh | TrxR1 substrate
COc1ccc(S(=O)(=O)N2CCOCC2)cc1NC(=O)COC(=O)C1CC1C (centres undefined) | -4.9% | -2.4 | 0.5% | -2.4 | -8.0% | 1.7% | -5.4% | 0.6% | 0.6%
Cc1cc(C)nc(-n2nc(C)cc2NC(=O)C(C)C)n1 | -1.0% | -2.7 | 0.8% | 0.9 | -21.0% | 0.9% | 1.7% | -6.3% | -0.6%
COc1cc(CN(C)CCc2ccccc2)ccc1OCc1ccccc1 | 6.3% | -1.5 | 3.0% | 5.2 | -13.2% | 2.3% | -0.1% | -9.5% | -5.9%
CC(C)C[C@H]1CN=C(Nc2ccccc2)N1CC(C)C | -5.9% | -1.0 | 0.9% | -14.9 | -3.0% | -0.2% | -5.3% | -0.1% | -2.4%
C=CCSc1nnc(-c2cc(Br)ccc2N)c(=O)[nH]1 | -1.1% | 0.6 | -6.8% | -3.8 | -7.5% | -1.7% | -2.7% | 2.9% | -2.6%
CCn1c(SCC(=O)Nc2oc(-c3ccccc3)c(-c3ccccc3)c2C#N)nnc1-c1cc(OC)cc(OC)c1 | -3.2% | -2.0 | 2.3% | -5.3 | ? | 0.9% | -1.1% | -11.0% | 7.2%
O=C(O)c1cnc(-c2ccccc2)nc1-c1ccccc1 | 5.9% | -1.7 | -4.5% | -15.3 | -16.3% | -0.5% | -2.8% | -0.1% | -6.3%
COCCOC(=O)C1=C(C)NC2=C(C(=O)CC(C)(C)C2)C1c1ccc2c(c1)OCO2 (centres undefined) | 5.8% | 0.8 | -6.2% | -3.1 | -13.3% | 0.6% | -2.2% | 0.0% | 7.9%
O=C(CN(C(=O)Cn1nnc(-c2cccs2)n1)c1cnc2ccccc2c1)NCC1CCCO1 (centres undefined) | 4.7% | 8.8 | 2.1% | 4.3 | 2.2% | 4.0% | -3.2% | -6.0% | -4.7%
Cn1c2ccccc2c2cnn(CC(=O)NCCCN3CCCCC3)c(=O)c21 | -3.5% | -3.0 | -0.7% | -0.2 | -2.6% | 4.4% | -2.8% | 1.3% | 19.5%
COc1cc2c(cc1OC)CN(CC(=O)NC(=O)NC1CCCCC1)CC2 | -0.8% | 2.8 | 0.7% | -2.3 | -5.8% | 0.4% | -5.2% | 11.3% | 7.1%[57.1 µM]
COc1ccc(C(CNC(=O)CCNS(=O)(=O)c2ccccc2)N2CCOCC2)cc1 (centres undefined) | 9.8% | -0.9 | -3.6% | -3.7 | ? | . | -3.8% | -7.1% | .
CC(C)(C)NC(=O)c1ccc2c(c1)N(CC(=O)N1CCCCC1)C(=O)C(C)(C)O2 | -1.8% | 0.5 | -4.2% | -1.1 | -15.8% | -0.7% | -0.4% | -9.3% | 10.2%[0.0914 µM]
CC(OC(=O)c1cccc(S(=O)(=O)N2CCCC2)c1)C(=O)c1ccccc1 (centres undefined) | 2.4% | -4.0 | -0.1% | -9.3 | -16.2% | 4.3% | -4.3% | -12.5% | -12.8%
CC(C)c1ccc2occ(CC(=O)Nc3cccc(C(F)(F)F)c3)c2c1 | 16.4% | -0.2 | -14.4% | 9.7 | ? | 0.7% | 6.0% | -12.7% | -7.3%

Overlap with the part before: 5 compounds, then new ones.
Structure | IDH1 R132H inh | PI4K2A block | Vif-A3G inh | LDHA block | USP1 inh | RXFP1 agonist | Glioma ERSR ind | Vif-A3F inh | TrxR1 substrate
COc1cc2c(cc1OC)CN(CC(=O)NC(=O)NC1CCCCC1)CC2 | -0.8% | 2.8 | 0.7% | -2.3 | -5.8% | 0.4% | -5.2% | 11.3% | 7.1%[57.1 µM]
COc1ccc(C(CNC(=O)CCNS(=O)(=O)c2ccccc2)N2CCOCC2)cc1 (centres undefined) | 9.8% | -0.9 | -3.6% | -3.7 | ? | . | -3.8% | -7.1% | .
CC(C)(C)NC(=O)c1ccc2c(c1)N(CC(=O)N1CCCCC1)C(=O)C(C)(C)O2 | -1.8% | 0.5 | -4.2% | -1.1 | -15.8% | -0.7% | -0.4% | -9.3% | 10.2%[0.0914 µM]
CC(OC(=O)c1cccc(S(=O)(=O)N2CCCC2)c1)C(=O)c1ccccc1 (centres undefined) | 2.4% | -4.0 | -0.1% | -9.3 | -16.2% | 4.3% | -4.3% | -12.5% | -12.8%
CC(C)c1ccc2occ(CC(=O)Nc3cccc(C(F)(F)F)c3)c2c1 | 16.4% | -0.2 | -14.4% | 9.7 | ? | 0.7% | 6.0% | -12.7% | -7.3%
CC(C)(C)CC(=O)Nc1cccc2c1CCCC2 | 0.6% | -0.1 | 1.2% | -2.9 | -7.8% | -0.3% | -0.3% | -2.4% | 2.2%[57.1 µM]
CC(=O)Nc1ccccc1NC(=O)COc1cccc2ccccc12 | 9.9% | -5.3 | -5.1% | -1.6 | -7.2% | 0.8% | -5.2% | -4.8% | -1.5%
CC(CCc1ccccc1)NC(=O)CCNS(=O)(=O)c1ccccc1 (centres undefined) | -11.3% | 1.4 | 3.4% | 1.9 | -21.1% | 0.4% | -4.4% | -17.1% | -0.8%[57.1 µM]
O=C(CCNC(=O)c1ccc(Cl)cc1)Nc1cc(C(F)(F)F)ccc1N1CCOCC1 | 9.2% | -6.9 | -3.5% | -3.8 | -23.0% | . | -1.6% | -4.0% | .
ONC(=Nc1ccc(Cl)cc1)c1ccc(Cl)cc1 | 1.3% | 0.6 | 0.1% | -4.8 | -12.8% | 0.2% | -2.0% | -5.2% | -4.4%
O=C(CC1SC(N2CCCCC2)=NC1=O)Nc1cccc(C(=O)NCc2ccccc2)c1 (centres undefined) | -1.9% | -0.7 | -3.3% | -13.6 | -14.1% | . | 0.4% | -6.5% | 5.8%[57.1 µM]
Cc1cccc(NC(=O)CC2NCCNC2=O)c1 (centres undefined) | -0.2% | -3.2 | -6.0% | -3.9 | -16.7% | -0.3% | 0.9% | 0.3% | 1.4%
COc1ccc(-c2nc3ccccc3o2)cc1NC(=O)c1ccc(-c2ccc(Br)cc2)o1 | 33.5%[activator] | 4.2 | 5.2% | -7.6 | -17.4% | 8.3% | -1.0% | 2.1% | 4.7%
CCOc1ccc(C(=O)C(C)OC(=O)C2CCN(c3ccc(C(F)(F)F)cn3)CC2)cc1 (centres undefined) | 6.9% | 2.4 | -0.3% | 0.2 | -17.6% | 1.1% | -3.0% | 5.8% | -2.0%
O=C(O)c1cccc(S(=O)(=O)NCCc2ccccc2)c1 | 4.1% | 1.1 | 2.6% | -6.6 | -8.3% | 0.8% | -3.0% | -6.3% | 2.5%[57.1 µM]
CCCc1nnc(NC(=O)CCC(=O)N2CCN(c3ccccn3)CC2)s1 | 10.2% | 1.5 | -5.6% | 1.8 | -5.6% | -1.8% | 1.8% | -5.0% | 15.2%
CCOc1nc(-c2ccc(C)cc2)ccc1-c1noc(-c2ccccc2F)n1 | -0.6% | 1.0 | 1.3% | -9.0 | -16.7% | ? | -1.1% | 6.5% | 28.1%
Cc1ccc(S(=O)(=O)n2nc(C)cc2N)cc1 | 3.6% | -0.2 | 1.1% | -6.3 | -1.3% | -0.4% | -1.8% | 0.0% | 6.9%[57.1 µM]
CCOc1ccc(N2Cc3ncccc3C2=O)cc1 | 3.0% | ? | 0.2% | 4.2 | -19.2% | -0.8% | -5.0% | -1.2% | 4.4%
Cc1ccc(NC(=O)Cn2c(=O)n(CC(=O)NCCc3ccccc3)c(=O)c3ccccc32)cc1 | -6.6% | -2.4 | -1.2% | -0.7 | -20.8% | 4.2% | -3.1% | -5.0% | -9.1%
CCCN(CC(=O)Nc1ccccc1C)C(=O)c1ccc(C(=O)c2ccccc2)cc1 | 10.9% | -6.7 | -4.7% | -5.0 | -5.0% | -1.3% | -3.9% | -6.2% | -8.3%
O=C(OCC(=O)c1cccs1)c1ccccc1 | -0.5% | -8.3 | -4.8% | -10.1 | -18.8% | 1.3% | 0.7% | . | 9.3%
O=C1CCCC/C1=C/Nc1ccc(S(=O)(=O)Nc2ncccn2)cc1 | -2.3% | 4.2 | -1.0% | -3.3 | -4.1% | 2.0% | -4.3% | 3.6% | -16.9%
CNC(=O)/C(C#N)=C/c1ccc(-c2nc3ccccc3s2)o1 | 12.0% | 0.0 | 1.5% | -4.0 | 1.6% | -0.4% | 5.8% | -4.0% | 2.2%[57.1 µM]
O=C(Nc1ccc(F)cc1)NC1(C(=O)NCc2ccco2)CCCCC1 | 3.3% | 0.2 | 0.7% | -6.1 | -6.2% | -1.3% | -0.4% | -11.4% | 12.1%
Cc1nc(N)nc(COc2ccccc2)n1 | 1.1% | 1.4 | -0.4% | 0.5 | -3.5% | -1.1% | -3.0% | -0.2% | 1.7%[57.1 µM]
COc1ccc(CNS(=O)(=O)c2cc(-c3cc(C)no3)ccc2C(C)C)cc1 | 10.7% | 1.9 | ? | 0.0 | -25.8% | -0.5% | -3.6% | -0.6% | 3.9%

Screening results as filed in PubChem BioAssay.

These rows are one share of the data, so the mix of outcomes need not match the whole.
